cardiac RTF act = cardiac RTF calcium sensitivity activators, primary screen, biochemical, IANBD-TnC fluorescence, EC20 calcium | Troponin I, cardiac muscle (Homo sapiens) + Troponin T, cardiac muscle (Homo sapiens) + … | IANBD-labeled TnC RTF fluorescence at EC20 calcium; 0% EC20 calcium, 100% full calcium | activation, % at 7.2 µM | 340,000 tested, 0.24% active | AID 493008, 2010;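 active means activation above the mean over all tested compounds plus 3 SD, cut at about 30% in these data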;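 further: rise in fluorescence read as greater calcium sensitivity of cardiac thin filaments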
Rtt109 HAT inh = inhibitors of C. albicans Rtt109/Vps75 HAT, primary screen, biochemical, ThioGlo CoA-SH fluorescence, plate reader. Histone acetyltransferase RTT109 (Candida albicans (strain SC5314 / ATCC MYA-2876)), …. purified Rtt109/Vps75, 4 h. inhibition, % at 34.9 µM. 330,000 tested, 0.16% active. AID 540336, 2011;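 active means inhibition of at least 50% in every replicate; inconclusive means best replicate reaches 50% inhibition but some replicates fall short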
CAL PDZ FP-1 = CAL PDZ peptide-binding inhibitors, primary screen, biochemical, fluorescence polarization, Cer-tagged CAL PDZ, HTS. Golgi-associated PDZ and coiled-coil motif-containing protein (Homo sapiens), Q9HD26. inhibition, % at 20 µM. purified CAL PDZ, TMR-peptide fluorescence polarization, 1 h. AID 504414, 2011. 330,000 tested, 0.02% active;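 active means highest replicate inhibition of at least 40%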;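 further: plate controls were DMSO neutral control wells for no effect and unlabeled competitor peptide control wells for full effect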
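material = purified tagged CAL PDZ domain construct (CerCALP) | buffer or medium = sodium phosphate/NaCl buffer pH 7.4 with TCEP, IgG, Thesit | reagent = TMR-labelled reporter peptide T*-PRC34 bound in PDZ groove | incubation = 1 h room-temperature incubation prior to read | measured by = fluorescence polarization (mP) | evaluation = percent inhibition from loss of millipolarization | control set = unlabelled peptide and DMSO controls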
PKA-R2B activ = activators of PKA-R2B holoenzyme, primary screen, biochemical, fluorescence polarization, Cy5-IP20, human; cAMP-dependent protein kinase catalytic subunit beta (Homo sapiens) + cAMP-dependent …; PKA-R2B holoenzyme dissociation; R2B truncated from residue 108, S112A mutant; 0% DMSO only, 100% 113 µM cGMP; activation, % at 11.4 µM; 340,000 tested, 0.079% active;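 active means activation above a cutoff set at the mean over all compounds plus 3 SD, cut at about 18% in these data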;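 further: higher means more holoenzyme dissociation and a rise in polarization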
Target sequence (P31323 whole entry, looked up, other chains not shown, the tested form may be a part): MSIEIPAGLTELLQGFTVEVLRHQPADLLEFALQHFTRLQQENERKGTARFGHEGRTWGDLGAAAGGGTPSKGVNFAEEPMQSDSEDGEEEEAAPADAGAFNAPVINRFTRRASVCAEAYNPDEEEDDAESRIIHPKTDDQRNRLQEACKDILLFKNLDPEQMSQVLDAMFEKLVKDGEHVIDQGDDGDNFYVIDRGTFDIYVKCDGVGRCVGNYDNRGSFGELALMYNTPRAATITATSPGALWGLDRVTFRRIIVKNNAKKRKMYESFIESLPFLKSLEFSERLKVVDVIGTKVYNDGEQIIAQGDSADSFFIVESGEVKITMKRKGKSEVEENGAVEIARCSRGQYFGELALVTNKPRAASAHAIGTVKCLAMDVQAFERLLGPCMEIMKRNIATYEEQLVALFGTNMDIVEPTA
Keap1-Nrf2 PPI = Keap1-Nrf2 protein-protein interaction inhibitors, primary screen, biochemical, fluorescence polarization, single point; Kelch-like ECH-associated protein 1 (Homo sapiens), Q14145; Keap1 Kelch-Nrf2 peptide fluorescence polarization, 1536-well; inhibition, % at 9.4 µM; 340,000 tested, 0.15% active; in the data active means inhibition above about 12%; inconclusive means no clear call, values can overlap the other calls; inactive means below about 7.3%;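 further: human Keap1 Kelch domain with fluorescein labeled Nrf2 9mer peptide probe; 0% = neutral control wells and 100% = peptide positive control; higher means more block of Keap1 binding to Nrf2 peptide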
Target sequence (Q14145 whole entry, looked up, the tested form may be a part): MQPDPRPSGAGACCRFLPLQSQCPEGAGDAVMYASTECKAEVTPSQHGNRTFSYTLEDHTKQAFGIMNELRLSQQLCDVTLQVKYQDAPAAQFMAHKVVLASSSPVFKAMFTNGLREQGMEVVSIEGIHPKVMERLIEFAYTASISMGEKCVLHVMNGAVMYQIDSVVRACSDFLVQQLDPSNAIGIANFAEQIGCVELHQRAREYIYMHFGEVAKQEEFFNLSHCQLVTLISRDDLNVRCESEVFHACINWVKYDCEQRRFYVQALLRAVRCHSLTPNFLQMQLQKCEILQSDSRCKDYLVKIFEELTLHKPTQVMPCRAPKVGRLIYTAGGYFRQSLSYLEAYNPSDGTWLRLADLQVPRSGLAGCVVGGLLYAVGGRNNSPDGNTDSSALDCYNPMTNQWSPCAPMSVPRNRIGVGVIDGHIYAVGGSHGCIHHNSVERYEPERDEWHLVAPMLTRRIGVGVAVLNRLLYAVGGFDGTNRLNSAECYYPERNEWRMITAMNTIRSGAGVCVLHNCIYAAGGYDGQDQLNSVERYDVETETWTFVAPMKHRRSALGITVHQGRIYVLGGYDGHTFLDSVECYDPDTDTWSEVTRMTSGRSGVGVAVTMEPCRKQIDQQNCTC
SR-BI uptake up = activators of SR-BI mediated DiI-HDL uptake, primary screen, ldlA[mSR-BI] CHO cells, DiI fluorescence. 3 h; 100 = double the neutral-control signal. activation, % at 12.5 µM. 320,000 tested, 0.096% active. AID 504775, 2011;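 active means mean replicate activation of at least 60% and every replicate at or above 60%; inconclusive means mean or all-replicate condition met, but not both; inactive means mean below 60% and not all replicates reaching 60%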;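 further: 0% = median plate neutral-control signal and 100% = twice that signal; values of inactives mirror those of a sister screen read the other way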
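Material – SR-BI-overexpressing, LDLR-lacking CHO cells · Medium – BSA-supplemented, HEPES-buffered Ham's F12, pH 7.4 · Doses – single concentration · Times – compound with DiI-HDL co-incubation, 3 h at 37 °C · Measured by – bottom-read fluorescence, 550/595 nm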
C-LANA FP = inhibitors of KSHV C-LANA binding to DNA, primary screen, biochemical, fluorescence polarization, FAM-LBS DNA, MBP-C-LANA, single point; inhibition, % at 9 µM; 340,000 tested, 0.078% active; Kaposi's sarcoma herpesvirus LANA C-terminal domain (residues 932-1162) DNA binding; AID 504423, 2011;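 active means highest replicate inhibition at or above 60% at 9 µM, even if other replicates fall short; inactive means all replicates below 60% inhibition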;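 further: 0% = neutral control wells and 100% = 4 µM acridine orange control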
RTF Ca sens inh = cardiac RTF calcium sensitivity inhibitors, primary screen, biochemical, IANBD-TnC fluorescence, EC70 calcium; Troponin I, cardiac muscle (Homo sapiens) + Troponin T, cardiac muscle (Homo sapiens) + …; IANBD-labeled cardiac RTF, Ca2+ fluorescence; inhibition, % at 7.15 µM; 340,000 tested, 0.12% active; AID 493244, 2011;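 active means inhibition above the mean inhibition of all tested compounds plus 3 SD, cut at about 17% in these data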;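 further: assay run at fixed EC70 calcium of 1.6 mM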
DAGLB inh = DAGLB lipase inhibitors, primary screen, biochemical, fluorescence, HTS. Diacylglycerol lipase-beta (Homo sapiens), Q8NCG7. HEK293T DAGLB membrane lysate, EnzChek fluorogenic substrate. inhibition, % at 5.17 µM. 340,000 tested, 0.059% active. AID 504411, 2011; in the data active means inhibition above about 34%;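 further: 0% = enzyme with vehicle and 100% = wells lacking enzyme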
CAL PDZ FP-2 = untagged CAL PDZ binding inhibitors, primary screen, biochemical, fluorescence polarization, HTS; AID 602252, 2012; 300,000 tested, 0.92% active; purified CAL PDZ, TMR-peptide fluorescence polarization, 1 h; inhibition, % at 24.9 µM; Golgi-associated PDZ and coiled-coil motif-containing protein (Homo sapiens), Q9HD26;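 active means mean inhibition of at least 30% with at least half of replicates also reaching 30%; inconclusive means no clear call, values can overlap the other calls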;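 further: 0% = DMSO neutral control and 100% = excess unlabeled competitor peptide PRC23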
Active calls of the source: *; u = inconclusive; x = no result given. Random draw from the library; 1.6% or so of the library scored in one or more.

SMILES	cardiac RTF act	Rtt109 HAT inh	CAL PDZ FP-1	PKA-R2B activ	Keap1-Nrf2 PPI	SR-BI uptake up	C-LANA FP	RTF Ca sens inh	DAGLB inh	CAL PDZ FP-2
CCOc1ccc(C(=O)NCC(=O)Nc2cc(C)ccn2)cc1OCC	-1	0	-0.9	-6	0	3	-1.7	-4	-1	-9
CCCN(CC(=O)Nc1ccccc1OC)C(=O)c1ccc2ncsc2c1	0	13	-1.6	-15	-2	4	8.5	-4	-1	1
CCOC(=O)Cc1csc(NC(=S)NC(=O)c2cccc([N+](=O)[O-])c2)n1	11	11	-0.5	7	-5	18	-0.1	3	-3	-5
O=C(COC(=O)c1ccco1)Nc1nc2c(F)c(F)c(F)cc2s1	4	9	-2.7	-14	-8	x	-0.6	4	6	-3
CC1CCN(c2cc(N3CCOCC3)c([N+](=O)[O-])cc2F)CC1	-8	3	1.3	7	-3	-19	3.1	0	1	8
Cc1ccc(CC(=O)CCc2ccccc2)cc1	-9	-12	0.9	5	2	-3	1.0	1	-21	-1
Nc1ccc2c(c1)C(=O)Cc1ccccc1S2	-2	10	-2.4	7	2	-9	0.6	10	8	x
CC(=O)Nc1ccc(NS(=O)(=O)c2cc(Cl)ccc2Cl)cc1	1	-1	-0.4	-7	-4	14	-1.4	-3	1	1
O=[N+]([O-])c1ccccc1S(=O)(=O)Oc1ccccc1/C=N/n1cnnc1	2	14	-0.2	2	-3	18	0.9	-5	-2	-1
CCOc1cc(C(=O)O)cc(Cl)c1OC	3	-9	0.2	-3	0	-6	2.0	5	-3	-3
COC(=O)C(Cc1ccccc1)NC(=S)NC(=O)c1ccccc1 (stereo not given)	4	14	-4.0	6	-1	-18	-1.5	-4	-4	0
CN(CC(=O)Nc1cccc(F)c1)C(=O)C1CCN(S(=O)(=O)c2ccc3c(c2)OCCO3)CC1	1	3	-0.6	-10	0	32	-0.6	7	-4	7
Cc1c(NC(=O)c2noc3c2CCc2ccccc2-3)c(=O)n(-c2ccccc2)n1C	3	-13	-1.9	-4	-1	8	0.1	-9	0	x
CN(C)S(=O)(=O)c1ccc(Cl)c(NC(=O)CN2CCN(Cc3ccc4c(c3)OCO4)CC2)c1	5	4	-0.9	-7	-2	x	-1.3	-8	-3	-1
O=C(Nc1ccc(N2CCOCC2)cc1)c1cccc2ccccc12	-3	-6	-2.8	9	1	-25	-0.8	-1	2	-1
COc1cccc(CNC(=O)N2CCN(S(=O)(=O)c3ccc(C)cc3)CC2)c1	-3	7	-2.7	-1	-5	5	0.3	9	-2	2
N=c1n(Cc2ccc(Cl)cc2)c2ccccc2n1CC(O)COc1ccccc1 (stereo not given)	0	u	-1.9	-2	-2	-35	0.8	-18	2	-7
Cc1noc(C)c1C(=O)OCC(=O)Nc1cc(Cl)ccc1Oc1ccccc1	-4	15	-0.7	-2	-3	-43	-1.1	-7	-10	-2
CC(=O)Oc1ccc2c(=O)c(N3C(=O)c4ccccc4C3=O)c(C)oc2c1	6	-12	-1.6	4	-3	-1	1.4	-1	-3	-5
CSCCC(NC(=O)c1ccccc1)C(=O)N1CC=C(c2ccccc2)CC1 (stereo not given)	-4	4	-3.3	-2	-6	-5	1.6	3	-4	-2
CCCn1c(N)c(C(=O)CN2CCc3ccccc3C2)c(=O)n(C)c1=O	4	9	0.1	0	-1	25	2.9	5	1	0
O=C(OCCN1CCCCC1)c1c[nH]c2ccccc12	3	4	-1.2	2	-2	-2	0.7	8	0	-3
COc1ccccc1N1CCN(C2CCCN(S(=O)(=O)c3ccccc3)C2)CC1 (stereo not given)	-4	27	-2.3	-1	-1	-14	0.7	-5	-2	-2
COc1cccc(C(=O)N2CCN(Cc3ccccc3[N+](=O)[O-])CC2)c1	0	9	-1.7	-7	-3	21	-1.1	1	-3	-6
CCn1c(Cc2ccccc2)nnc1SCC(=O)c1c(N)n(C2CC2)c(=O)[nH]c1=O	-5	-3	-1.4	7	5	15	0.4	-5	-1	1
Cc1cc(C(=O)NCCCN2CCN(c3cc(Cl)ccc3C)CC2)n(-c2ccccc2)n1	2	-1	-1.0	-3	9	-19	0.4	-3	-3	x
COC(=O)c1ccc2c(=O)n(CCCCCC(=O)NCc3ccc4c(c3)OCO4)c(=O)[nH]c2c1	-3	-6	-2.4	-12	-2	-17	0.1	6	1	0
O=C(COc1ccc(F)cc1)Nc1nccs1	0	-8	0.3	7	-6	-11	-1.0	-1	3	10
O=C(N/N=C/c1ccc(Cl)cc1)C(=O)N1CCCCCC1	-2	x	-1.3	-7	-1	-26	-1.3	-12	3	-2
C=CC[C@H](CC(=O)N(CCO)Cc1ccccc1)C(=O)NCCOC(=O)[C@@H](CC=C)Cc1ccc(F)cc1	-2	4	0.5	-3	2	-45	1.0	-6	2	-2

As entered above.
CC(=O)Nc1ccc(NS(=O)(=O)c2cc(Cl)ccc2Cl)cc1 – DAGLB inh = 1
O=C(OCCN1CCCCC1)c1c[nH]c2ccccc12 – C-LANA FP = 0.7
N=c1n(Cc2ccc(Cl)cc2)c2ccccc2n1CC(O)COc1ccccc1 (stereo not given) – CAL PDZ FP-2 = -7
CN(C)S(=O)(=O)c1ccc(Cl)c(NC(=O)CN2CCN(Cc3ccc4c(c3)OCO4)CC2)c1 – PKA-R2B activ = -7

Next part:
SMILES	cardiac RTF act	Rtt109 HAT inh	CAL PDZ FP-1	PKA-R2B activ	Keap1-Nrf2 PPI	SR-BI uptake up	C-LANA FP	RTF Ca sens inh	DAGLB inh	CAL PDZ FP-2
Cc1ccc(-c2nnc(NCCCO)c3ccccc23)cc1	-1	0	-2.4	4	-5	-17	0.8	-5	1	-8
O=C(N/N=C/c1ccc(Br)cc1)c1ccc(F)cc1	3	2	-0.8	0	-1	38	0.4	3	1	-5
COc1ccccc1NC(=O)Cn1c(=O)n(C)c(=O)c2sc3c(c21)COC(C)(C)C3	-3	10	-2.4	0	-1	-6	-0.7	-4	1	0
Cc1ccc(C(=O)CCC(=O)Nc2ncccc2C)cc1	0	7	-1.1	-1	2	25	-0.7	-13	-10	-1
COc1ccc([C@H]2CC(=O)C=C(c3cc(C=O)ccc3OC)C2)cc1OC	-5	4	-2.1	-17	-1	-18	2.6	7	-1	-4
COc1ccc(C2C(C(=O)c3ccc(C)o3)=C(O)C(=O)N2Cc2ccco2)cc1OC (stereo not given)	1	4	-0.2	4	1	x	-1.5	-11	0	x
O=C(c1ccc(OC2CCN(Cc3ccccn3)CC2)cc1)N1CCCCCC1	2	-3	-6.7	-8	-1	x	4.4	-4	5	-6
CS(=O)(=O)c1ccc2nc(NC(=O)CN3CCOCC3)sc2c1	-8	-1	-0.1	-4	-2	-14	0.8	5	-1	3
O=C(CSc1nnnn1C1CC2C=CC1C2)Nc1ccc(C(=O)O)cc1 (stereo not given)	-1	0	-1.5	-22	-2	13	0.6	-4	1	x
NS(=O)(=O)c1ccc(NC(=O)CN2CCN(S(=O)(=O)c3ccc(F)cc3)CC2)cc1	5	-4	-3.3	-1	1	1	0.8	3	-2	-1
CCCCN=C1NC(=O)C(CC(=O)Nc2ccc(Cl)cc2)S1 (stereo not given)	8	-2	-3.0	-2	2	5	1.8	1	-1	3
CC(C)C[C@H](NC(=O)C1CC(=O)N(c2ccc3c(c2)OCCO3)C1)C(=O)N1CCCCC1 (stereo not given in full)	-7	10	-1.1	10	-2	1	-1.2	-2	2	8
Cc1ccc(NC(C)C(=O)N/N=C/c2c[nH]c3ccccc23)cc1 (stereo not given)	0	5	0.0	-1	2	11	-0.5	-5	5	-6
O=C(COC(=O)c1cnccn1)Nc1c(Cl)cc(Cl)cc1Cl	1	3	-1.8	-10	-2	15	-0.2	-2	-6	-4
COc1cccc(CN2CC(C(=O)NCCSc3nnnn3C)CCC2=O)c1 (stereo not given)	2	-10	-2.2	-2	-4	12	0.1	-8	0	-3
CCOC(=O)CNC(=O)CSc1nc2cccnc2n1C	-1	x	-2.0	-10	0	18	-0.6	-14	3	-1
CN(C)c1cc[n+](CC(=O)c2ccc(-c3ccccc3)cc2)cc1	1	9	-3.7	-4	-4	-4	-2.0	-1	1	-3
COc1cc(OC)c(N2CC(C(=O)NCCC3=CCCCC3)CC2=O)cc1Cl (stereo not given)	1	-17	0.5	5	-5	-68	2.3	-12	4	13
CC12C=CC(=O)C=C1CCC1C3CCC(O)(C(=O)CO)C3(C)CC3OC312 (stereo not given)	1	3	-2.8	-4	3	29	0.7	-1	2	-6
CC(NC(=O)Cc1cccs1)C(c1cccs1)N1CCN(c2ccccc2F)CC1 (stereo not given)	-1	-13	-2.7	5	-1	-27	-3.1	-4	-18	-3

Complete entries, looked up by structure.
COc1cccc(CN2CC(C(=O)NCCSc3nnnn3C)CCC2=O)c1 (stereo not given) is listed with cardiac RTF act = 2; Rtt109 HAT inh = -10; CAL PDZ FP-1 = -2.2; PKA-R2B activ = -2; Keap1-Nrf2 PPI = -4; SR-BI uptake up = 12; C-LANA FP = 0.1; RTF Ca sens inh = -8; DAGLB inh = 0; CAL PDZ FP-2 = -3
COc1cccc(C(=O)N2CCN(Cc3ccccc3[N+](=O)[O-])CC2)c1 is listed with cardiac RTF act = 0; Rtt109 HAT inh = 9; CAL PDZ FP-1 = -1.7; PKA-R2B activ = -7; Keap1-Nrf2 PPI = -3; SR-BI uptake up = 21; C-LANA FP = -1.1; RTF Ca sens inh = 1; DAGLB inh = -3; CAL PDZ FP-2 = -6

High-throughput results from PubChem.
